Screening results: PubChem, Sanford-Burnham Center for Chemical Genomics
MPTP inh = inhibitors of mitochondrial permeability transition pore; isolated mouse mitochondria, Ca2+ swelling absorbance, 30 min; inhibition, % at 10 µM; 360,000 compounds, 1.4% hits;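 active means inhibition of 50% or more, scaled per plate between neutral and stimulator controls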;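 further: 0% = DMSO wells given calcium and 100% = 1 mM EGTA wells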
SENP6 block = inhibitors of human SENP6 protease. Q9GZR1. Recombinant SENP6 catalytic domain, aminoluciferin luminescence. inhibition, % at 10 µM. 330,000 compounds, 1.8% hits. AID 2599;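 active means inhibition above about 50% at the single tested dose, limit read from the data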;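 further: plate controls were DMSO wells with enzyme for no effect and DMSO wells lacking enzyme for full effect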
SENP7 inh = blocks the human protease SENP7; AID 434973; 330,000 compounds, 1.5% hits; recombinant SENP7, Z-RLRGG-aminoluciferin luminescence, 40 min; inhibition, % at 5 µM;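 active means inhibition above about 50% at the single test dose, limit read from the data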;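 further: plate controls were DMSO with enzyme for no effect and no enzyme buffer wells for full effect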
Target sequence (Q9BQF6 706-1050 limits assumed): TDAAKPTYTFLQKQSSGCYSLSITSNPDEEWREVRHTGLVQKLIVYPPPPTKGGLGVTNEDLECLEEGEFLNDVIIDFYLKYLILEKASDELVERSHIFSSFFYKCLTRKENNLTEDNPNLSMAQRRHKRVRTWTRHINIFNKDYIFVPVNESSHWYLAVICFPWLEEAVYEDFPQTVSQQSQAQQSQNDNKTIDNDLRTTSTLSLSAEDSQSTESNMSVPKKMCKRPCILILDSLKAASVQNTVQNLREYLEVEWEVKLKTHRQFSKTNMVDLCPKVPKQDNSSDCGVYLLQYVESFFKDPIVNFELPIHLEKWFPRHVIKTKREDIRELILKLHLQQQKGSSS
HKDC1 inhibitor = inhibitors of human hexokinase HKDC1; recombinant HKDC1, G6PDH/diaphorase resazurin coupled fluorescence; inhibition, % at 20 µM; 340,000 compounds, 0.16% hits;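 active means inhibition above about 35% when tested at 20 µM, limit read from the data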;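 further: plate controls were DMSO wells with enzyme for no effect and DMSO wells lacking enzyme for full effect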
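Assay system: in-house recombinant HK5 (HKDC1) enzyme. Input: HKDC1 at 5 µg/mL. Medium: Tris pH 8.0 buffer with MgCl2, Tween-20, BSA, BME. Dosing: single 20 µM dose. Schedule: 90 min reaction incubation at room temperature, dark. Signal: resazurin-to-resorufin fluorescence via G6PDH and diaphorase coupling, 525/613 nm. Controls: DMSO-enzyme wells negative, buffer-substituted wells positive.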
GRIN3A LBD mod = modulators (binders) of human NR3A ligand-binding domain | NR3A LBD differential scanning fluorimetry, Tm shift; 0% = protein alone, 100% = glycine-bound protein | Tm shift relative to glycine control, % at 25 µM | 340,000 compounds, 2.5% hits;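 active means melting temperature shift of at least 10% of the positive control shift, at one fixed dose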
PfG6PD inh = PfG6PD (Plasmodium falciparum) enzyme inhibition; inhibition, % at 20 µM; 350,000 compounds, 0.78% hits; PfGluPho enzyme, NADPH resazurin-diaphorase fluorescence; AID 504690;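 active means inhibition reaching at least a set limit at 20 µM in the primary screen, cut at about 59% in these data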;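 further: 0% = DMSO wells with substrate and 100% = DMSO wells lacking glucose-6-phosphate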
ATG4B inh = inhibitors of human ATG4B cysteine protease | Q9Y4P1 | ATG4B cleavage of LC3-PLA2, NBD-HPC fluorescence, 1 h | inhibition, % at 8.33 µM | 340,000 compounds, 0.51% hits | AID 504462; in the data active means inhibition above about 40%
Target sequence (Q9Y4P1 whole entry, looked up): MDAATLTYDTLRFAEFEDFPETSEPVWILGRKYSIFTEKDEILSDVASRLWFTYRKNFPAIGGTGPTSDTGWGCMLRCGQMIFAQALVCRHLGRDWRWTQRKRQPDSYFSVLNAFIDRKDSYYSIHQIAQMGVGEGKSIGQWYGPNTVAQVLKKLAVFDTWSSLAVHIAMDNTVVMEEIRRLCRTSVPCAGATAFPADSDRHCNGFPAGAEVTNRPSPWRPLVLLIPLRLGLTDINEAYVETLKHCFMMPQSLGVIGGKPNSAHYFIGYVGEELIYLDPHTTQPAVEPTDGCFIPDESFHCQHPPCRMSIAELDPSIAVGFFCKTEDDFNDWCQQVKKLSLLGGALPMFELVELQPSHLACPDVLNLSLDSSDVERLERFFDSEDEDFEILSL
SENP8 inh = blocks human SENP8 cleavage of Nedd8 substrate; 360,000 compounds, 0.64% hits; recombinant SENP8, Nedd8 substrate fluorescence; Q96LD8; AID 602440; inhibition, % at 20 µM; in the data active means inhibition mostly above about 40%, no sharp cut-off; inactive means mostly below about 27%
Target sequence (Q96LD8 whole entry, looked up): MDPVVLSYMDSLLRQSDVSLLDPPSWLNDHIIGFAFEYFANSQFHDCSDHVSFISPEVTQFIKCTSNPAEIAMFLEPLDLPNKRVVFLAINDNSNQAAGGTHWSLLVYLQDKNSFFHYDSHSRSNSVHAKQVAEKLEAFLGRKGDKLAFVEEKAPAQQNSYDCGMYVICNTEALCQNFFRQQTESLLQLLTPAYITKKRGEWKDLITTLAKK
Starred values were filed as active, the others as inactive; nt = no result given. These rows are one share of the data, so the mix of outcomes need not match the whole.

SMILES	MPTP inh	SENP6 block	SENP7 inh	HKDC1 inhibitor	GRIN3A LBD mod	PfG6PD inh	ATG4B inh	SENP8 inh
Cc1cc(C)c(NC2=NCCCS2)c(C)c1	-0.3	-17.6	-6.8	-5.0	0.8	-24.1	2.9	22.5
c1ccc(OCC2CO2)cc1 (stereo not drawn)	0.5	-6.5	5.6	-2.8	0.1	-12.1	1.9	11.3
COC(=O)C1=C(c2cc3ccccc3o2)C[C@@H]2CC[C@H]1N2C(=O)NCc1ccc(C(F)(F)F)cc1	0.7	-2.3	4.8	3.7	-11.6	16.1	1.9	14.6
O=S(=O)(c1ccccc1)N1CC1c1ccccc1 (stereo not drawn)	1.1	-23.8	-7.4	-11.4	-6.8	-1.5	10.1	28.0
Cc1nnc2ccc(-c3cccc(C(F)(F)F)c3)nn12	-3.1	-4.2	-1.5	6.0	1.3	-23.2	-6.6	-391.4
COc1ccc2c(c1OC)CN1CCc3cc4c(cc3[C@H]1C2)OCO4	2.9	2.7	0.0	2.7	1.4	9.5	-7.8	-166.1
CCOP(=O)(Nc1ccc2c(c1)C(=NNC(N)=S)c1ccccc1-2)OCC	-1.4	nt	nt	-2.6	-3.0	48.8	-45.0	20.4
Cc1ccc(C)c(OCC(=O)N2CCCN(C)CC2)c1	0.9	5.4	6.7	-4.9	0.1	5.1	27.7	23.9
CCn1cc(C(=O)N2CCC3(CC2)OCCO3)c(=O)c2cc(S(=O)(=O)N3CCCC3)ccc21	-0.7	1.6	7.3	7.0	-2.9	-4.5	-5.3	10.4
O=c1[nH]c(=S)n(CCC2=CCCCC2)c(O)c1C=NCc1cccnc1	1.1	-10.4	7.8	nt	nt	nt	nt	2.8
COc1ccc(-n2c(-c3ccccc3)nc3ccccc3c2=O)cc1	1.7	8.9	10.2	-2.0	2.4	-6.5	6.7	28.7
Oc1ccc(/C=N/NP(=S)(c2ccccc2)c2ccccc2)cc1O	5.2	7.5	-2.9	-2.4	7.9	-13.6	0.4	12.7
CC1CN=C(NCc2ccc(F)cc2)S1 (stereo not drawn)	1.3	-0.6	-4.5	17.4	1.0	-4.5	-7.3	9.3
COc1ccccc1OCC#CCN1CCOCC1	-0.1	-6.7	-4.9	1.8	-2.0	-0.1	3.4	10.2
CC1CCCN(c2ccc(C(=O)N3CCC4(CC3)OCCO4)cc2[N+](=O)[O-])C1 (stereo not drawn)	0.6	0.2	1.5	-8.9	0.9	-13.3	1.0	19.5
CCS(=O)(=O)NC(C)c1nnc2n1-c1ccc(Br)cc1C(c1ccccc1Cl)=NC2 (stereo not drawn)	2.0	-11.4	0.3	-5.1	0.2	-4.6	-1.2	16.2
CN(CC(=O)Nc1ccccc1-c1ccccc1)C1CCCCC1	2.5	-18.5	2.8	0.5	-3.0	-22.3	73.2*	6.0
CCCC1(CC(C)C)C(=O)NC(=S)NC1=O	-0.5	nt	nt	0.4	0.0	-8.0	13.8	14.9
O=CNc1ccc(OP(=O)(Oc2ccccc2)Oc2ccccc2)cc1	1.7	-6.5	-7.4	-2.1	0.8	10.7	-12.6	10.7
Cc1ccc(OP(=O)(O)Oc2ccc(C)cc2)cc1	-0.4	-7.2	-2.2	-5.8	-1.4	-9.8	9.8	28.8
CCOC(=O)c1c(-n2c(C)cc(C=C3C(=O)NC(=O)NC3=O)c2C)sc2c1CCCC2	33.5	-0.3	-11.3	41.4*	-5.1	-4.4	1.5	6.3
CCOC(=O)CC1=C(C(=O)OCC)C2(C(=O)N1)C(C(=O)OC)=C(N)Oc1ccccc12 (stereo not drawn)	-1.9	0.5	3.7	0.4	-2.1	-12.9	-2.0	12.3
N#Cc1ccc(Cn2cc(C=O)c3ccccc32)cc1	0.2	7.7	-8.0	-2.6	5.3	4.3	-1.9	-1.3
CCOc1ccc([N+](=O)[O-])cc1CNCCc1ccccc1	-0.7	3.7	6.3	-5.5	-1.2	42.5	-1.3	7.1
O=C(COc1ccc(Br)cc1)N1CCN(Cc2ccncc2)CC1	0.6	nt	nt	0.1	0.3	-1.2	-3.4	6.0

By substructure: those above with four or more nitrogen atoms.
SMILES	MPTP inh	SENP6 block	SENP7 inh	HKDC1 inhibitor	GRIN3A LBD mod	PfG6PD inh	ATG4B inh	SENP8 inh
Cc1nnc2ccc(-c3cccc(C(F)(F)F)c3)nn12	-3.1	-4.2	-1.5	6.0	1.3	-23.2	-6.6	-391.4
CCOP(=O)(Nc1ccc2c(c1)C(=NNC(N)=S)c1ccccc1-2)OCC	-1.4	nt	nt	-2.6	-3.0	48.8	-45.0	20.4
O=c1[nH]c(=S)n(CCC2=CCCCC2)c(O)c1C=NCc1cccnc1	1.1	-10.4	7.8	nt	nt	nt	nt	2.8
CCS(=O)(=O)NC(C)c1nnc2n1-c1ccc(Br)cc1C(c1ccccc1Cl)=NC2 (stereo not drawn)	2.0	-11.4	0.3	-5.1	0.2	-4.6	-1.2	16.2

(more compounds)
SMILES	MPTP inh	SENP6 block	SENP7 inh	HKDC1 inhibitor	GRIN3A LBD mod	PfG6PD inh	ATG4B inh	SENP8 inh
NC1C2CN3CCN(C2)CC1(c1ccccc1)C3 (stereo not drawn)	0.6	-3.8	2.1	-8.3	0.5	-5.5	-1.9	2.2
CCC(C)C1NC(=O)C(NC(=O)C(CC(C)C)N(C)C(=O)C2CCCN2C(=O)C(C)O)C(C)OC(=O)C(Cc2ccc(OC)cc2)N(C)C(=O)C2CCCN2C(=O)C(CC(C)C)NC(=O)[C@H](C)C(=O)[C@H](C(C)C)OC(=O)CC1O (stereo partly drawn)	-1.1	nt	nt	1.5	-2.3	5.0	8.7	23.0
O=c1[nH]c(O)c(C=Nc2ccccc2Sc2ccccc2)c(=O)[nH]1	4.1	0.6	2.7	-1.6	1.2	1.4	-3.0	-362.5
O=Cc1cn(Cc2ccccc2[N+](=O)[O-])c2ccccc12	40.5	-1.4	4.6	5.5	-0.9	-18.9	-0.4	11.5
O=C1C2CCN(CC2)[C@@H]1Cc1ccc2ccccc2c1O	4.0	9.1	4.2	16.3	-0.1	29.9	-11.2	-5.7
CCCN(CCC)C1Cc2cc(OC)c(OC)cc2C1	3.6	-21.7	5.9	-1.9	0.0	-17.7	5.4	3.2
CN=C1CN(O)C(c2ccccc2)c2cc(Cl)ccc2N1 (stereo not drawn)	-0.6	nt	nt	-7.3	-1.0	-11.7	2.2	14.5
Cn1c(O)c(C=NCCN2CCN(C(=O)Nc3ccccc3)CC2)c(=O)n(C)c1=O	0.6	5.0	4.9	-7.7	-0.9	4.8	-2.5	2.6
CS(=O)(=O)N1CCCC(C(=O)N2CCC3(CC2)OCCO3)C1 (stereo not drawn)	-2.5	-3.6	5.1	1.7	-0.1	-12.7	6.9	12.8
CCOC(C(=O)OCC(O)CN(CC)CC)(c1ccccc1)c1ccccc1 (stereo not drawn)	8.1	-6.4	-4.4	0.6	-0.7	-1.4	-2.9	31.2
CC(=O)O[C@H]1C(=O)[C@@]2(C)C([C@H](OC(=O)c3ccccc3)[C@]3(O)C[C@H](OC(=O)[C@H](O)[C@@H](NC(=O)Cc4ccccc4)c4ccccc4)C(C)=C1C3(C)C)[C@]1(OC(C)=O)CO[C@@H]1C[C@@H]2O (stereo partly drawn)	-1.1	-11.3	1.9	-5.2	-4.4	13.0	-17.3	-1.5
Cc1cc(S(=O)(=O)NCC(C)C)ccc1OCC(=O)N1CCN(Cc2ccccc2)CC1	0.7	-10.7	-3.7	-3.3	0.9	-0.2	-12.0	16.6
COc1ccc(CCNC(=O)c2c(N)n(CCN3CCOCC3)c3nc4ccccc4nc23)cc1OC	-0.6	0.6	-3.5	10.3	-12.7	18.2	-65.9	-264.8
CCCn1c(C)cc(C=O)c1C	-3.2	-9.0	3.9	-0.2	-2.3	3.0	-10.1	7.9
O=C1C=C2C=C[C@H]3C[C@]2(O1)[C@@H]1CCCCN13	4.9	10.9	3.1	-4.5	0.7	11.5	-9.0	8.8
Nc1nnc(P(c2ccccc2)c2ccccc2)s1	1.5	-22.3	-5.9	-4.6	-1.4	1.3	1.8	13.7
CC(Cc1ccccc1)NC(=O)CCCCC(=O)NC(C)Cc1ccccc1 (stereo not drawn)	0.6	0.1	10.5	-3.6	0.3	-10.7	1.9	4.6
CCN(CC)C(=O)c1ccc(NC(=O)CCCSc2ccccc2)cc1	-0.3	3.4	-4.7	-4.2	-0.7	-3.5	9.6	1.9
CC(C)(C)C(=O)c1cn(Cc2ccccc2)c2ccccc12	-0.7	-17.0	-5.9	-2.0	-0.2	15.6	-1.7	13.0
CN1CC2([N+](=O)[O-])CC=C(Cl)C([N+](=O)[O-])(C1)C2 (stereo not drawn)	-1.9	19.7	-6.9	-4.2	-1.5	11.3	-5.3	6.4
COc1ccc(CN2C(=O)NC(=O)/C(=C/c3ccoc3)C2=O)cc1	-1.1	-36.0	-3.5	6.0	2.6	8.6	-2.6	-35.1
Cc1ccccc1C1=NCC(=S)Nc2ccc(Cl)cc21	0.7	-0.8	-2.9	2.8	-2.9	-3.2	-0.8	11.3
COC(=O)C1=C(c2cc3ccccc3s2)C[C@@H]2CC[C@H]1N2C(=O)NCc1ccc(C(F)(F)F)cc1	1.1	-3.6	-5.7	0.6	-5.7	21.5	-14.6	11.9
CCCCN1C(=N)C(CC)(CC)C(=O)NC1=O	-4.2	-9.9	0.5	-3.0	0.7	-8.8	0.7	7.3
c1cc2c(cc1[C@H]1OC[C@H]3[C@@H]1CO[C@H]3c1ccc3c(c1)OCO3)OCO2	-0.6	-15.9	-6.1	3.0	3.1	-18.2	6.7	16.7
(cont.)
SMILES	MPTP inh	SENP6 block	SENP7 inh	HKDC1 inhibitor	GRIN3A LBD mod	PfG6PD inh	ATG4B inh	SENP8 inh
COCc1cc(OC(=O)N(C)C)nc(-c2ccc(C)c(Cl)c2)n1	1.5	5.6	4.8	-2.8	-0.2	19.9	0.5	8.8
Cc1ccc(/C=C2/C(=O)NC(=O)N(CCc3ccc(F)cc3)C2=O)s1	-0.9	-12.5	-7.2	11.2	-5.5	1.3	11.0	6.8
O=C1NC(=O)C(=Cc2ccc(N3CCOCC3)o2)C(=O)N1	-0.9	1.7	-3.7	-4.1	0.8	5.8	-0.6	23.8
CCC(=NCc1ccco1)c1c(O)n(-c2ccc(Cl)cc2)c(=O)[nH]c1=O	-1.8	-20.2	-0.2	-7.7	-1.7	-3.4	-3.6	28.5
Cc1cc(O)c2c3c(c(=O)oc2c1)CCC(C)C3 (stereo not drawn)	57.1*	10.3	-3.7	-5.8	3.3	-10.7	-1.9	-5.7
O=C1NC(=O)C2(Cc3c(nc4ccccn4c3=O)N3CCCCCC32)C(=O)N1Cc1ccccc1 (stereo not drawn)	0.3	17.5	2.6	-0.7	-1.9	18.0	-14.4	-285.2
Cn1cccc1CNCCc1ccc(F)cc1	-2.1	-4.0	-15.3	-1.2	1.5	-1.0	3.7	18.5
COC(=O)C1=C(c2cccc(OC)c2OC)C[C@@H]2CC[C@H]1N2C(=O)NCCCOC(C)C	0.9	-6.1	-2.7	-1.8	0.9	3.5	-4.4	11.5
Fc1ccccc1CNCCc1ccc2c(c1)OCO2	2.2	15.2	-2.2	-2.9	-0.7	13.1	0.3	7.4
C=C(C=O)CC1CC(O)[C@]2(C)OC3CC4OC5C[C@]6(C)O[C@]7(C)CCC8OC9C[C@]%10(C)OC%11C(C)=CC(=O)OC%11CC%10OC9C[C@@H](C)C8OC7CC6O[C@]5(C)CC5OC5C4OC3CC2O1 (stereo partly drawn)	-1.1	-10.0	-2.5	10.9	0.5	14.6	-13.9	8.3
CC(=O)c1c(O)n(C)c(=S)n(-c2ccccc2)c1=O	-0.4	-11.1	6.7	1.6	5.8	6.6	-13.1	2.0
COC(=O)C1=C(c2ccc(F)cc2F)C[C@@H]2CC[C@H]1N2C(=O)NCCOc1ccccc1Cl	0.1	-3.4	8.1	0.6	-0.6	3.6	-4.4	8.7
O=C(CN1CCOCC1)NCC(=O)Nc1ccc(Br)cc1C(=O)c1ccccc1	-0.9	-12.6	-1.2	-11.8	2.0	-10.5	3.2	6.6
